HTT cytoprotect = cytoprotection in Huntington HTT-Q103 PC12 cell model; PC12 HTT-Q103 induced, cytoprotection, ATP luminescence, 40 h; Potency, µM (titrated, usually from 56.4 µM), without a hit: cytoprotection (ATP increase), most hits filed as activators; 230,000 tested, 0.14% active;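 note: potency is the fitted concentration of half-maximal effect; % of control where 0% means no effect; nearly all actives have a fitted effect of over 45% in size; toxic huntingtin expression switched on by the ecdysone agonist tebufenozide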
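Readout: ATPlite luminescence (ATP level). Model: stable PC12, inducible Htt exon1 Q103-GFP. Inducer: tebufenozide, 100 nM final. Compounds: dose series. No G418 in medium.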
CBFb-RUNX1 inh = CBF-beta/RUNX1 interaction disruption | 230,000 tested, under 10 active | Q01196+Q13951 | AlphaScreen CBFb-His/RUNX1-biotin binding, biochemical | Potency, µM (top dose mostly 59.8 µM), for inactives: at the top dose activity, negative = inhibition, actives largely listed as inhibitors | AID 1477; note: % of control where 0% means no effect
Target sequence (Q01196 whole entry, looked up): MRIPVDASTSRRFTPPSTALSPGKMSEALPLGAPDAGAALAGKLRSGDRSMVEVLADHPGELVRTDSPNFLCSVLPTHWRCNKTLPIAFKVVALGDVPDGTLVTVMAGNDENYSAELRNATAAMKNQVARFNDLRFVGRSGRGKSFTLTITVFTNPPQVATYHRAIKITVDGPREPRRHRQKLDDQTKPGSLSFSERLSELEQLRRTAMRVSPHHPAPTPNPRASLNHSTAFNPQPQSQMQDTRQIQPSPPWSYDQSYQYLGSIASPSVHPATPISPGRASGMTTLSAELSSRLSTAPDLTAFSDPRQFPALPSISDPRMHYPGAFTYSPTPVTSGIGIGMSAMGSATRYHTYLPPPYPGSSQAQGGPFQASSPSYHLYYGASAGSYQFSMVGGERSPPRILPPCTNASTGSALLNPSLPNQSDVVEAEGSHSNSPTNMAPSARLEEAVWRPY
Target sequence (Q13951 whole entry, looked up): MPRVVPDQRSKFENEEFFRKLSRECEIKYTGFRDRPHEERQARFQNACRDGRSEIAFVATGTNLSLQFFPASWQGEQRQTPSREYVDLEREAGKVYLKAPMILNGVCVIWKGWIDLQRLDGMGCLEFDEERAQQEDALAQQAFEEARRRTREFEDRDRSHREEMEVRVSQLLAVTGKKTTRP
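Interaction loss through any mechanism counts as activity. Pre-formed complex of His-CBF-beta and biotin-RUNX1 (30 nM apiece) is incubated with compound 15 min, then with 50 ng nickel and 50 ng streptavidin beads for 90 min before AlphaScreen detection.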
GAA glycogen mod = alters human alpha-glucosidase cleavage of glycogen; 300,000 tested, 0.38% active; recombinant GAA, glycogen substrate, Amplex Red glucose oxidase fluorescence; AID 2100; Potency, µM (highest dose often 76.4 µM), for inactives: at the top dose activity change, negative = inhibition, hits mostly inhibitors;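 note: potency is the fitted concentration of half-maximal effect; 0% = full enzyme reaction and -100% = no-enzyme basal signal; the screen sought inhibitors and activators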
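Recombinant enzyme (4 nM final) with compounds titrated up to 77 uM and bovine liver glycogen (30 ug) in citrate pH 5.0, 0.01% Tween-20, 37 C 40 min. Released glucose detected by Amplex Red/glucose oxidase (Ex 573/Em 610); AC50 from Hill fits.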
GAA spleen mod = lysosomal alpha-glucosidase (human) modulation | human spleen homogenate, 4-MU-alpha-glucoside fluorescence | 240,000 tested, 0.006% active | Potency, µM (top dose mostly 79.9 µM), without a hit: at the highest dose activity change, negative = inhibition, most hits filed as inhibitors;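 note: potency is the fitted concentration of half-maximal effect; 0% = enzyme with vehicle and -100% = no enzyme basal signal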
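Enzyme source: human spleen homogenate, 1 ug/well. Buffer 50 mM citric acid/K phosphate pH 5.0, 0.01% Tween-20. 4-MU-alpha-glucoside 1 mM; 37 C x 40 min; NaOH/glycine stop; fluorescence.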
HttQ103 aggreg = reduces HttQ103-GFP aggregates in PC12 cells. PC12 HttQ103-GFP aggregates, Acumen cytometry, 40 h. Potency, µM (top dose mostly 46.1 µM), without a hit: top-dose activity change, negative = inhibition, actives largely listed as inhibitors. 220,000 tested, 1.1% active; note: potency is the fitted concentration of half-maximal effect; % is set by controls: 0 for no effect and ±100 for the full control effect; nearly all actives have a fitted effect of over 60% in size
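PC12 cells stably carrying ecdysone-inducible HTT exon 1 Q103–GFP were induced with tebufenozide (100 nM final) and treated with library compounds in titration. GFP aggregates in lysates were counted by laser scanning cytometry.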
GAA inhib = inhibitors of human lysosomal alpha-glucosidase; P10253; purified human GAA, 4-MU-alpha-glucoside fluorescence; Potency, µM (series often up to 76.9 µM), for the others: at the highest dose activity change, negative = inhibition, usual class: inhibitors; 200,000 tested, 0.005% active; AID 1466;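 note: potency is the fitted concentration of half-maximal effect; plate controls were uninhibited enzyme wells for no effect and no-enzyme background for full effect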
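Fluorogenic assay: 4 nM human alpha-glucosidase with 400 uM 4-methylumbelliferyl-alpha-D-pyranoside in 50 mM citrate/phosphate, 0.005% Tween-20, pH 5.0, 20 min at room temperature. Compounds tested up to 77 uM; AC50 from Hill fits.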
Lamin A splicing = modulators of lamin A splicing; HeLa LMNA splicing GFP/RFP minigene ratio, 48 h; Potency, µM (highest dose often 46.1 µM), for the others: at the highest dose ratio change, negative = inhibition, actives largely listed as inhibitors; 200,000 tested, 0.01% active; active = well fitted inhibition curve with a large enough effect in the signal ratio, with a control signal flat, not every such curve was filed as active; inconclusive = small, poorly fitted or top-dose-only effect, or effect the other way, or a change in a side signal; the % refers to the signal ratio; note: potency is the fitted concentration of half-maximal effect; % is set by controls: 0 for no effect and ±100 for the full control effect
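S3 HeLa stable clones carrying a lamin A-EGFP splicing minigene plus DsRed2 were seeded at 600 cells/well in Opti-MEM with 2% FBS, pin-dosed and incubated 48 h at 37°C. Acumen cytometry (488 nm) gave the GFP/RFP total-intensity ratio.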
* marks the source's active call; other numbers are inactive results; ? = inconclusive; . = not tested or not shown; [ ] = remark or other dose. Unless noted, calls come from the whole dose curve; as a rule, active = well fitted curve in the direction sought with a large enough effect; inconclusive = small, poorly fitted or top-dose-only effect, or another doubt; inactive = no such curve, though single readings can be large; an effect the other way counts as inactive or inconclusive.

| Molecule | HTT cytoprotect | CBFb-RUNX1 inh | GAA glycogen mod | GAA spleen mod | HttQ103 aggreg | GAA inhib | Lamin A splicing |
| --- | --- | --- | --- | --- | --- | --- | --- |
| CCn1cc(C(=O)O)c(=O)c2cnc(N3CCCC3)nc21 | ? | 11% | . | 4% | -8%[20.6 µM] | . | ? |
| CC1CCCCC1NC(=O)CCCn1c(=S)[nH]c2ccccc2c1=O (stereo not drawn) | -21% | 3% | 3% | -4% | -3% | 1% | . |
| Cc1cnc(C(=O)Nc2ccc(F)cc2)cn1 | 0% | -1% | 3% | -10% | -4% | ? | 1% |
| CSc1nc(C)cc(OCC(=O)N/N=C/c2ccccc2O)n1 | ? | -27% | -1% | 2% | ? | 10% | ? |
| CC1(C)CC(=O)C/C(=N\NC(=O)C2C3CCCCC32)C1 (stereo not drawn) | . | -5% | ? | 0% | . | ? | -5%[46 µM] |
| CCOC(=O)C(NS(=O)(=O)c1ccccc1)(C(F)(F)F)P(=O)(OC(C)C)OC(C)C (stereo not drawn) | -18% | 1% | 14% | -2% | 4% | -4% | 14% |
| COc1ccccc1/C=C/C=N/n1c(-c2cc(C)[nH]n2)n[nH]c1=S | 17%[10 µM] | 2% | -6% | -6% | -20% | ? | -10% |
| COC(=O)C(C(=O)NCC1CCCO1)C1CCCC1 (stereo not drawn) | -17% | -1% | 1% | -7% | 32% | 0% | -1% |
| CC(C)(C)NC(=O)N1CCN(c2ncccc2C(F)(F)F)CC1 | -15%[10 µM] | 1% | -3% | 6% | 1%[9.22 µM] | ? | . |
| Cc1ccc(F)cc1NC(=O)CCC(=O)c1cccs1 | 24% | -4% | 6% | -16% | 5% | -8% | 0% |
| CCC(C)(C)NC(=O)C(c1cccc(OC)c1)N(C(=O)c1ccn[nH]1)c1cccc(OC)c1 (stereo not drawn) | -3% | -2% | 5% | -2% | -10% | 0% | -10% |
| C/C(=N\NC(=O)COc1ccc(C(C)(C)C)cc1)c1ccc(-n2ccnc2)cc1 | 7%[10 µM] | 4% | 11% | -5% | 10% | -10% | -14% |
| COc1ccccc1NC1=NCC(=O)N1Cc1ccccc1 | -17%[10 µM] | 0% | ? | 0% | 13% | -5% | 14%[0.0737 µM] |
| COc1ccccc1C1C(C(=O)NCc2ccccc2)=C(C)Nc2ncnn21 (stereo not drawn) | 0% | 11% | -6% | -9% | -2% | 2% | -5% |
| C=CCOC(=O)C1=C(C)NC(=O)NC1c1ccc(OC(=O)c2ccco2)c(OC)c1 (stereo not drawn) | 17% | 2% | 2% | 0% | -24% | -4% | 0% |
| COc1cccc(-n2c(C)nc3cc(C(=O)O)ccc32)c1 | -3% | 8% | 17%[76.3 µM] | -10% | -16% | 0% | 3% |
| CCOc1ccc(NC(=O)C2CCN(C(=O)NC3CCCCC3)CC2)cc1 | 4%[10 µM] | 4% | 2% | 4% | 5% | -5% | -18% |
| Cc1ccc(/C=C(\C#N)C(=O)Nc2c(C)cccc2C)s1 | -1% | -6% | 2% | -12% | -21% | -3% | 7% |
| O=C(NCC(c1ccc(F)cc1)N1CCOCC1)c1cc(F)c(F)c(F)c1F (stereo not drawn) | -28% | 8% | 1% | -2% | -1% | 6% | 1%[46 µM] |
| CCCC(CCC)C(=O)NC1CCN(Cc2ccccc2)CC1 | 29%[10 µM] | 2% | 4% | -2% | 16%[9.22 µM] | 6% | . |
| CC(C)N1C(=O)C2ON(c3ccccc3)C(c3cccs3)C2C1=O (stereo not drawn) | 6%[10 µM] | 3% | 0% | 0% | 5% | -3% | 7% |
| CC(=O)Cc1nsc(NC(=O)c2ccc(-c3ccc(F)cc3)o2)n1 | -105%[inhibitor] | 6% | -3% | -7% | 7%[9.22 µM] | 0% | ? |
| CC(C)c1ccc(NC(=O)C(c2ccccc2)N2CCN(C(=O)c3ccco3)CC2)cc1 (stereo not drawn) | -54%[inhibitor] | -2% | -7% | -6% | ? | -6% | 2% |
| COc1ccc(-n2c(/C=C(\C)O)nc(=O)c3c(C)cc(C)nc32)cc1 | 23% | -25% | 7% | 2% | ? | 14% | 13% |
| C/C(N)=C(/C#N)C(=O)COC(=O)c1ccccc1Oc1ccccc1 | -58% | 15% | -7% | . | 0% | -4% | . |
| CCN(CC)CCNC(C(=O)Nc1cc(C(F)(F)F)ccc1Cl)c1ccccc1 (stereo not drawn) | 0%[10 µM] | 0% | -3% | 5% | 14% | -3% | -9% |
| CCC(=O)n1nc(-c2cccnc2)nc1NCc1ccccc1 | -19% | 4% | 7% | -6% | -21% | 1% | . |
| CCN1CCCC1CNC(=O)C1c2cc(OC)c(OC)cc2C(=O)N(C)C1c1cccnc1 (stereo not drawn) | -12% | 1% | -3% | -2% | -4% | 0% | 9% |
| CC1CN(S(=O)(=O)c2cccc(C(F)(F)F)c2)CC(C)O1 (stereo not drawn) | -6%[10 µM] | 5% | 4% | 3% | -2%[9.22 µM] | . | . |
| CCCn1nc(NC(=O)c2ccccn2)c2cc3cc(C)ccc3nc21 | -34% | ? | 8% | -5% | -2% | ? | 1% |
| COc1ccccc1CNC(=O)C1CCN(S(=O)(=O)c2ccc3c(c2)OCCCO3)CC1 | 4%[10 µM] | 8% | 6% | -2% | 0% | ? | 5% |
| CCC(=O)N1CCc2cc(S(=O)(=O)NCCC(=O)N3CCN(c4ccccn4)CC3)ccc21 | -25%[0.074 µM] | 3% | -4% | -1% | -8% | -10% | -5% |
| O=C1CCCC(=O)N1c1ccc(N2CCOCC2)c([N+](=O)[O-])c1 | -26% | ? | 0% | 3% | 6% | 0% | 22%[46 µM] |
| CCN(CC)C(=O)c1ccc2c3c(cccc13)C(=O)N(CCc1ccc(OC)c(OC)c1)C2=O | -12%[10 µM] | -6% | -14% | 2% | -27% | -5% | ? |
| CCC(OC(=O)c1nsc(Cl)c1Cl)C(=O)NCc1ccco1 (stereo not drawn) | 1% | 4% | -57% | 6% | -6% | -1% | 6% |
| CCC1C2CN(C(C)=O)CC=C2C(C#N)=C(N)C1(C#N)C#N (stereo not drawn) | 8% | 5% | -3% | -3% | -8% | 7% | 0% |
| Cn1c(SCC(=O)NC2CCCC2)nc2cccnc21 | 3% | 6% | 3% | 5% | -19% | -4% | ? |
| O=C(Nc1ccc2ccccc2c1)N1CCCN(CCOc2ccccc2)CC1 | 5%[10 µM] | 5% | -14% | -7% | -12%[9.22 µM] | -7% | . |
| CCOC(=O)N1CCN(c2ccc(F)cc2[N+](=O)[O-])CC1 | . | -1% | 7% | -4% | 6% | -5% | -2% |
| O=C1C(Cc2ccc(O)cc2)NC(=S)N1Cc1ccccc1 (stereo not drawn) | -1%[10 µM] | 1% | -4% | 5% | 13%[9.22 µM] | . | . |
| CCOc1ccc(Nc2oc(-c3ccc(Cl)cc3)nc2C#N)cc1 | -23% | -9% | ? | 0% | -9% | 0% | -6%[0.0737 µM] |
| CCCCCC(=O)Nc1ccc(N2CCN(CC)CC2)c(Cl)c1 | 0%[10 µM] | 7% | 2% | -2% | 17% | -1% | 4% |
| Cc1ccc(-c2nn(CC(=O)NC(C)c3ccccc3)c(=O)c3ccccc23)cc1 (stereo not drawn) | -28% | 3% | -5% | -4% | -6% | -3% | -3% |
| O=c1c2ccccc2nc(-c2ccco2)n1CCCn1ccnc1 | -4% | 0% | -5% | -8% | 18% | -6% | -2% |
| COc1ccc2c(c1)CCC(C)N2S(=O)(=O)c1ccc(C2CNC(=O)C2)cc1 (stereo not drawn) | -6%[0.074 µM] | 4% | -12% | -5% | -9% | -9% | 0% |
| CCOc1[nH]n(-c2ccc(Cl)cc2)c(=O)c1C=NCc1cccnc1 | -29% | -7% | -16% | . | -11% | -13% | 25%[9.22 µM] |
| COc1ccccc1CNC(=O)/C=C/c1ccc(S(=O)(=O)N2CCOCC2)cc1 | 25%[10 µM] | -10% | -1% | -1% | 13% | -9% | -11%[46 µM] |
| COc1ccc(Oc2ncc3nc(-c4cn(C)c5ccccc45)c(=O)n(C4CC4)c3n2)cc1 | ? | . | . | 5% | . | . | ? |

Some of the entries so far, with values under each structure.
Every second line gives: HTT cytoprotect, CBFb-RUNX1 inh, GAA glycogen mod, GAA spleen mod, HttQ103 aggreg, GAA inhib, Lamin A splicing
Cn1c(SCC(=O)NC2CCCC2)nc2cccnc21
 : 3%, 6%, 3%, 5%, -19%, -4%, ?
O=C(Nc1ccc2ccccc2c1)N1CCCN(CCOc2ccccc2)CC1
 : 5%[10 µM], 5%, -14%, -7%, -12%[9.22 µM], -7%, .
CCOC(=O)N1CCN(c2ccc(F)cc2[N+](=O)[O-])CC1
 : ., -1%, 7%, -4%, 6%, -5%, -2%

New compounds follow.
| Molecule | HTT cytoprotect | CBFb-RUNX1 inh | GAA glycogen mod | GAA spleen mod | HttQ103 aggreg | GAA inhib | Lamin A splicing |
| --- | --- | --- | --- | --- | --- | --- | --- |
| COc1ccc(C(=O)NN2C(=S)N(c3ccc(OC)cc3)C(=O)C2CC(N)=O)cc1 (stereo not drawn) | -2%[10 µM] | 14% | -20% | -1% | -17%[9.22 µM] | . | . |
| O=S(=O)(c1ccc(Cl)cc1)c1cnc(-c2cccnc2)nc1-c1ccccc1 | -19% | 2% | 2% | 1% | -31% | 13% | 1% |
| Cc1cc(NS(=O)(=O)c2ccc(NC(=O)Nc3ccc4c(c3)OCO4)cc2)no1 | 0%[10 µM] | -10% | 0% | -11% | -11% | -2% | -14% |
| CC(Oc1ccc(Cl)cc1)c1ccc(C#N)c(=O)[nH]1 (stereo not drawn) | -49%[inhibitor] | 0% | 4% | . | -5% | -8% | . |
| Cc1ccccc1C(=O)c1cccn1CC(=O)NCCN1CCN(c2cccc(C)c2C)CC1 | -124%[inhibitor] | -9% | 6% | 1% | ? | ? | ? |
| Cn1c(CCN2CCN(c3ccccc3)CC2)nc2cc(NC(=O)c3ccco3)ccc21 | -11% | -2% | -16% | 1% | 18% | -3%[15.4 µM] | -19% |
| Cc1cnc(NC(=O)CSc2nnc(-c3ccc(Cl)cc3Cl)n2N)s1 | 20%[10 µM] | 6% | -6% | 5% | -8% | -3% | -3% |
| C/C(CC(=O)Nc1cccc(Cl)c1Cl)=N\NC(=O)c1ccccc1Br | 12%[10 µM] | -2% | -10% | -19% | -12%[9.22 µM] | 12% | -4%[46 µM] |
